# From PubChem BioAssay
# Wnt bcat act = activators of Wnt/beta-catenin signaling; Wnt/beta-catenin reporter cell assay, activator, plate reader; activation, % at 9.35 µM; hit rate 1.2% among 300,000; AID 743398; in the data active = activation above about 30%, passing the limit was not always enough;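 note: 0% = neutral control wells and 100% = positive control wells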
# CAL PDZ FP-1 = blocks peptide binding to human CAL PDZ domain; Q9HD26; purified CAL PDZ, TMR-peptide fluorescence polarization, 1 h; inhibition, % at 20 µM; hit rate 0.02% among 330,000; AID 504414;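 active = highest replicate inhibition of at least 40%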;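 note: plate controls were DMSO neutral control wells for no effect and unlabeled competitor peptide control wells for full effect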
#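 Material – purified CerCALP PDZ construct · Detection – FP readout, S and P plane fluorescence · Measure – percent inhibition from loss of millipolarization · Controls – unlabelled peptide for full inhibition, DMSO wells as neutral · Probe or stimulus – TMR-labelled reporter peptide T*-PRC34 bound in PDZ groove · Times – 1 h at RT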
# MITF TRPM1 HTS = MITF TRPM1 promoter activation in melanoma cells; SK-MEL-5 TRPM1-promoter luciferase, 24 h; % of positive control, neutral wells = 0; activation, % at 12.5 µM; hit rate 0.75% among 300,000; AID 588334;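 active = mean activation of at least 80% with every replicate also reaching 80%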;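 note: 0% = neutral control wells and 100% = parthenolide positive control wells; values of inactives mirror those of a sister screen read the other way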
# CAL PDZ FP-2 = blocks peptide binding to the human CAL PDZ domain; purified CAL PDZ, TMR-peptide fluorescence polarization, 1 h; Q9HD26; inhibition, % at 24.9 µM; AID 602252; hit rate 0.92% among 300,000;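 active = mean inhibition of at least 30% with at least half of replicates also reaching 30%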;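 note: 0% = DMSO neutral control and 100% = excess unlabeled competitor peptide PRC23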
# CDK5 inh = blocks human CDK5/p35 kinase activity; Q00535+Q15078; Recombinant CDK5/p35, ADP-Glo luminescence, 60 min; inhibition, % at 10 µM; hit rate 0.01% among 330,000;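 active = highest replicate inhibition of at least 50% and at least 75% of replicates reaching 50%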;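 note: plate controls were DMSO neutral control for no effect and GW8510 at 10 µM for full effect; many of its hits are not listed in these tables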
# Rtt109 Vps75 = blocks Candida albicans Rtt109/Vps75 acetyltransferase activity; Q5AAJ8; purified Rtt109/Vps75, ThioGlo CoA-SH fluorescence, 4 h; inhibition, % at 34.9 µM; hit rate 0.16% among 330,000;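 active = inhibition of at least 50% in every replicate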
# Target sequence (Q5AAJ8 whole entry, looked up): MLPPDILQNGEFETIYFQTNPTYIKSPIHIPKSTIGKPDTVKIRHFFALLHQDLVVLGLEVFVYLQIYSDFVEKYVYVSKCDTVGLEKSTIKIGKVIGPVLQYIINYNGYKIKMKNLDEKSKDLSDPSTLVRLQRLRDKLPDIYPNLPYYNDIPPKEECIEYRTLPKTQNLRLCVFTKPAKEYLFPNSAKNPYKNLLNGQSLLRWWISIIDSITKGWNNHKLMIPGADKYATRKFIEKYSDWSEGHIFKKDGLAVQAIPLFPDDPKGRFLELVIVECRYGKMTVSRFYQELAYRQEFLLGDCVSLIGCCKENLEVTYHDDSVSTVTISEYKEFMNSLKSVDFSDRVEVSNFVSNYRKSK
# dFosB act = enhances mouse delta FosB homodimer DNA binding; P13346; purified delta FosB, TAMRA-CDK5 oligo fluorescence polarization; percent of positive-control signal above neutral wells; activation, % at 25 µM; hit rate 0.99% among 340,000;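 active = mean activation above about 17%, with every replicate also reaching it, limit read from the data, passing the limit was not always enough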;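 note: fluorescence polarization rise as delta FosB binds a TAMRA Cdk5 AP-1 oligo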
# Target sequence (P13346 whole entry, looked up): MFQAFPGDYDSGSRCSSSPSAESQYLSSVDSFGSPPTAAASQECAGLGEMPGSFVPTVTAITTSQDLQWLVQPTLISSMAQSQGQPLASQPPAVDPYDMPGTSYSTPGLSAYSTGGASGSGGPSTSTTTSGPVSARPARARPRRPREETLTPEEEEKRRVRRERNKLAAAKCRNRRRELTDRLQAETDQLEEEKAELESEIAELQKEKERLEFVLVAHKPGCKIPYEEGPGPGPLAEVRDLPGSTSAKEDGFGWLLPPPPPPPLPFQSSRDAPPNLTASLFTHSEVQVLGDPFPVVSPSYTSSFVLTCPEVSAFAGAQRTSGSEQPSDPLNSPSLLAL
# cardiac RTF act = increases calcium sensitivity of human cardiac regulated thin filaments | hit rate 0.24% among 340,000 | P19429+P45379 | IANBD-labeled TnC RTF fluorescence at EC20 calcium; 0% EC20 calcium, 100% full calcium | activation, % at 7.2 µM;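 active = activation above the mean over all tested compounds plus 3 SD, cut at about 30% in these data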;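 note: rise in fluorescence read as greater calcium sensitivity of cardiac thin filaments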
# V-ATPase pHluor = yeast V-ATPase proton transport regulation by pHLuorin | response, % at 10 µM | hit rate 0.37% among 350,000 | AID 504577 | S. cerevisiae, pHLuorin cytosolic pH fluorescence; in the data active = response mostly above about 7.3%, no sharp cut-off; inactive = mostly below about 5.4%; note: actives read high; inactives centre near 0; some compounds called inactive have numbers as strong as hits
# Tat export inh = blocks Tat-dependent protein export in E. coli. AID 488895. inhibition, % at 10 µM. hit rate 0.036% among 340,000. E. coli MC4100 TorA-mCherry Tat export, fluorescence;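 active = mean replicate inhibition at least 50% and at least half of replicates individually reaching 50%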;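 note: exported cargo escapes ClpAP degradation while cytoplasmic cargo is degraded and loses fluorescence; 0% = median of neutral control wells and 100% = median of NaSCN control wells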
# Starred values were filed as active, the others as inactive; nt = no result given.
SMILES,Wnt bcat act,CAL PDZ FP-1,MITF TRPM1 HTS,CAL PDZ FP-2,CDK5 inh,Rtt109 Vps75,dFosB act,cardiac RTF act,V-ATPase pHluor,Tat export inh
O=C(NCCNC(=O)c1ccco1)c1cccc(F)c1,-2.6,0.6,-8.0,-2.6,0.5,-27.5,1.4,5.3,-0.5,-1.6
c1csc(-c2noc(COc3ccc4c(c3)CCCC4)n2)c1,35.7*,-3.7,140.3*,22.9,-2.2,-4.7,-2.9,5.8,1.2,-9.3
CCOC(=O)c1cnc2c(c(C)nn2C)c1Oc1cc(Cl)cc(Cl)c1,-1.1,-1.3,-2.9,-14.7,-0.4,3.8,-0.3,7.1,1.5,-5.5
CNC(=S)N(CCc1cccc(C)c1)Cc1cc2cc(OC)c(OC)cc2[nH]c1=O,-2.3,-2.7,-5.9,-3.0,-0.5,9.2,-6.3,-7.2,-3.6,4.9
CCOC(=O)C1=C(CC)OC(N)=C(C#N)C1c1ccc(OC)c(C)c1OC (stereo unspecified),-0.1,-0.1,-1.3,-2.6,-0.2,-5.7,-3.4,-0.2,-3.3,-0.4
Cc1cccn2c(NC(=O)c3ccccc3F)c(-c3ccccc3)nc12,3.1,-1.1,2.3,-0.5,2.0,2.4,-3.3,-3.0,-1.6,-1.2
O=C(NC(=S)Nc1ccccc1[N+](=O)[O-])c1cncc(Br)c1,4.3,-0.4,nt,-7.8,-3.1,-0.2,2.3,-0.4,3.3,-5.8
COc1ccc(C(=O)NCCS(=O)(=O)N2CCc3ccccc3C2)cc1,-6.0,-2.8,-1.1,-1.5,-2.5,10.3,-5.0,4.0,-3.1,1.8
CC(=O)[C@H]1CC[C@H]2[C@@H]3C=CC4=CC(=O)CC[C@@]4(C)[C@@H]3CC[C@]12C,-2.4,-0.9,-4.4,-2.4,-1.8,-5.6,-5.0,2.6,-3.1,-0.3
CCC(C)C(=O)Nc1c2c(nc3c1CCC3)CCCC2 (stereo unspecified),nt,nt,5.5,-2.5,-0.8,-6.6,-1.4,-5.1,0.9,-15.7
Cc1c(C(=O)NCc2n[nH]c(=S)n2-c2ccc(F)cc2)cccc1[N+](=O)[O-],-0.9,-0.8,-9.4,1.9,-1.9,0.4,3.7,9.2,-0.9,-3.4
O=C(N/N=C\c1ccoc1)c1ccco1,0.5,-2.3,-1.5,0.6,1.2,24.3,-4.7,-2.9,4.6,2.8
CCOC(=O)C1CCN(C(=O)Cc2c(C(=O)O)n(C)c3ccccc23)CC1,nt,nt,1.3,0.6,-1.4,4.3,3.3,-8.3,1.4,-17.1
CCN(c1ccc(OC)cc1)S(=O)(=O)c1ccc2c(c1)CC(C)N2C(=O)C1CC1 (stereo unspecified),-1.1,-2.8,-5.8,-0.6,nt,10.6,-7.0,4.4,-2.4,0.1
N#C/C(=C\c1cccs1)Sc1nc2ccccc2s1,nt,nt,17.0,2.6,-1.5,0.3,-2.8,4.9,1.2,6.7
CCOC(=O)c1ccc(NC(=O)Oc2ccccc2)cc1,nt,0.0,-2.9,nt,1.1,1.6,1.9,-3.8,-2.7,0.3
Cc1ccc(-n2cccn2)cc1,-0.5,0.0,-4.0,3.3,-0.7,nt,0.7,-1.0,-2.0,-15.5
COc1ccc(C(=O)O)cc1N1C(=O)Nc2ccccc2N1O,-1.2,-0.3,3.6,-2.8,-1.3,nt,-0.3,-3.4,-3.1,3.4
Cc1ccc(Sc2ncccc2/C=N/O)cc1,-0.8,0.5,31.9,-3.0,-1.1,5.4,-2.6,-1.1,4.3,1.3
COc1ccc(-c2nc[nH]c2[N+](=O)[O-])cc1,0.0,-0.7,0.7,-0.9,2.5,-7.6,7.3,-1.1,0.1,5.5
COc1ccc2c(c1)CCCC21NC(=O)N(CC(=O)N2CC(C)OC(C)C2)C1=O (stereo unspecified),-3.5,-0.2,0.9,0.4,0.0,-13.1,1.2,-0.4,-1.7,2.1
Cc1cc(C)c(C)c(S(=O)(=O)N2C(=S)NC(=O)C2C(C)C)c1C (stereo unspecified),-0.3,-0.1,10.1,-6.7,1.8,-7.0,4.8,-7.9,0.0,-7.1
CCN(CC)S(=O)(=O)c1ccc(N2C(=O)Nc3ccccc3N2O)cc1,-0.8,-0.1,-8.1,-4.8,-1.6,4.1,1.8,-6.7,-0.1,9.7
CC(C)Oc1ccc(NC(=O)c2ccncc2)cc1,12.5,-2.4,nt,-0.5,0.9,-0.7,-3.3,10.7,3.2,3.5
CCn1c(CC(=O)Nc2ccc(C)cc2)nnc1SCC(=O)NCCc1ccccc1,nt,-2.0,3.8,0.2,-3.8,-16.1,-5.8,0.8,-0.9,0.8
O=C(Nc1ccc(C(=O)O)cc1)/C(=C\c1cccc([N+](=O)[O-])c1)NC(=O)c1ccc(Br)o1,-2.6,-3.7,17.9,-2.1,-5.1,0.7,-5.2,13.2,2.9,20.2
C[C@H](NC(=O)c1[nH]cnc1C(=O)Nc1ccc(CNC(=O)OC(C)(C)C)cc1)C(=O)OCc1ccccc1,-5.1,0.2,1.9,1.1,1.2,-4.4,-10.2,-3.3,-3.8,-0.5
O=C1CCCN1c1ccc(S(=O)(=O)NCc2ccc(F)cc2)cc1,-0.1,-2.6,-5.7,-3.4,nt,0.9,-2.0,-1.0,-3.6,-6.4
CCC(CO)Oc1cc(NCc2ccc(Cl)cc2)c2ncn(C(C)C)c2c1 (stereo unspecified),0.7,0.4,-8.5,1.9,1.7,-1.7,4.5,1.1,9.0,3.1
CN1CCN(S(=O)(=O)c2cccc(C(=O)Nc3ccccc3N3CCOCC3)c2)CC1,-2.9,-2.2,1.1,-1.8,1.9,-7.2,-6.0,2.6,1.6,-1.4

# Some of the entries so far, as tab-separated lines.
Structure	Wnt bcat act	CAL PDZ FP-1	MITF TRPM1 HTS	CAL PDZ FP-2	CDK5 inh	Rtt109 Vps75	dFosB act	cardiac RTF act	V-ATPase pHluor	Tat export inh
Cc1cc(C)c(C)c(S(=O)(=O)N2C(=S)NC(=O)C2C(C)C)c1C (stereo unspecified)	-0.3	-0.1	10.1	-6.7	1.8	-7.0	4.8	-7.9	0.0	-7.1
CCN(CC)S(=O)(=O)c1ccc(N2C(=O)Nc3ccccc3N2O)cc1	-0.8	-0.1	-8.1	-4.8	-1.6	4.1	1.8	-6.7	-0.1	9.7
CC(C)Oc1ccc(NC(=O)c2ccncc2)cc1	12.5	-2.4	nt	-0.5	0.9	-0.7	-3.3	10.7	3.2	3.5
CCn1c(CC(=O)Nc2ccc(C)cc2)nnc1SCC(=O)NCCc1ccccc1	nt	-2.0	3.8	0.2	-3.8	-16.1	-5.8	0.8	-0.9	0.8
O=C(Nc1ccc(C(=O)O)cc1)/C(=C\c1cccc([N+](=O)[O-])c1)NC(=O)c1ccc(Br)o1	-2.6	-3.7	17.9	-2.1	-5.1	0.7	-5.2	13.2	2.9	20.2
C[C@H](NC(=O)c1[nH]cnc1C(=O)Nc1ccc(CNC(=O)OC(C)(C)C)cc1)C(=O)OCc1ccccc1	-5.1	0.2	1.9	1.1	1.2	-4.4	-10.2	-3.3	-3.8	-0.5
O=C1CCCN1c1ccc(S(=O)(=O)NCc2ccc(F)cc2)cc1	-0.1	-2.6	-5.7	-3.4	nt	0.9	-2.0	-1.0	-3.6	-6.4
CCC(CO)Oc1cc(NCc2ccc(Cl)cc2)c2ncn(C(C)C)c2c1 (stereo unspecified)	0.7	0.4	-8.5	1.9	1.7	-1.7	4.5	1.1	9.0	3.1
CN1CCN(S(=O)(=O)c2cccc(C(=O)Nc3ccccc3N3CCOCC3)c2)CC1	-2.9	-2.2	1.1	-1.8	1.9	-7.2	-6.0	2.6	1.6	-1.4

# Next section
SMILES,Wnt bcat act,CAL PDZ FP-1,MITF TRPM1 HTS,CAL PDZ FP-2,CDK5 inh,Rtt109 Vps75,dFosB act,cardiac RTF act,V-ATPase pHluor,Tat export inh
CCOC(=O)c1c(NC(=O)CCN2CCOCC2)sc(C)c1-c1ccccc1,nt,-3.1,5.0,0.1,0.7,0.8,-2.1,-3.2,-1.7,-4.5
O=C(O)CC(CN1C(=O)c2ccccc2C1=O)c1ccccc1 (stereo unspecified),45.5*,0.5,7.2,3.8,0.2,6.9,-9.2,5.1,1.9,-3.0
CCCC1C2CN(C(C)=O)CC=C2C(C#N)=C(N)C1(C#N)C#N (stereo unspecified),nt,-0.7,nt,-0.4,-5.3,-3.3,-1.6,10.1,-0.6,21.9
CC(C)NC(=O)Nc1cccc2c1O[C@H](CN(C)C(=O)Nc1ccccc1)[C@@H](C)CN([C@H](C)CO)C2=O,1.9,0.2,3.1,4.2,0.9,4.9,-2.6,-2.7,-1.6,-9.4
CCOc1ccc(N(C)C(=O)CCc2nnc3ccc(N4CCC5(CC4)OCCO5)nn23)cc1,-1.8,0.7,-5.4,-3.5,-0.4,16.8,-3.2,10.3,1.8,15.9

# No enrichment for hits, and some 4.1% of all compounds hit somewhere here.
